Rad51 HR inh: human RAD51 strand exchange inhibitors, primary screen, biochemical, fluorescence. inhibition, % at 10 µM. hRad51 DNA strand exchange, fluorescence dequenching. 0.085% of 200,000 active. DNA repair protein RAD51 homolog 1 (Homo sapiens), Q06609;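 active means inhibition above 40% at the single screening dose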;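 further: 0% = DMSO control wells and 100% = blanks with heterologous ssDNA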
Target sequence (Q06609 whole entry, looked up): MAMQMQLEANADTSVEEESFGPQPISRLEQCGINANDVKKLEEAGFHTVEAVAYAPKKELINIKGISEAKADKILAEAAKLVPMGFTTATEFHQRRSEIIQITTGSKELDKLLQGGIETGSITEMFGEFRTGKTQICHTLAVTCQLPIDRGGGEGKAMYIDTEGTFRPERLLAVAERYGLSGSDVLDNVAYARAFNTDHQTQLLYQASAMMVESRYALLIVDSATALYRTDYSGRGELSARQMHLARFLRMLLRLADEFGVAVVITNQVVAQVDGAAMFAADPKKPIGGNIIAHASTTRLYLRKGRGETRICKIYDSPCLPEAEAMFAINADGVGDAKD
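Material: Human Rad51 nucleoprotein filaments preassembled on unlabelled ssDNA | Also added: Labelled 47-mer dsDNA for strand exchange | Dosing: Single dose, 10 µM final compound | Schedule: 30-min compound preincubation and 15-min exchange, both room temperature | Technique: Fluorescence dequenching at 485/520 nm | Measure: Percent inhibition relative to plate controls and blanks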
FXIIa inh: human FXIIa protease inhibitors, primary screen, biochemical, 1536-well. purified FXIIa, Boc-QGR-AMC fluorogenic substrate, 2 h. Coagulation factor XII (Homo sapiens), P00748. inhibition, % at 5 µM. 0.3% of 220,000 active; in the data active means inhibition above about 40%;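 further: 0% = enzyme with no compound and 100% = blank without enzyme; many of its hits are not listed in these tables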
KCC2 mod: KCC2 cotransporter modulators, thallium flux, primary screen, cell-based, HEK293 KCC2, FluoZin-2 fluorescence, MLSMR; 2.2% of 190,000 active; B-score of Tl+ flux slope (higher = more flux/activation; lower = inhibition) at 10 µM; KCC2 cells, thallium flux FluoZin-2 fluorescence;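 active means thallium flux slope and its plate-corrected score both differing from the plate sample mean at a set confidence after two filtering rounds, in either direction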;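 further: slope of fluorescence scaled to starting intensity during 10 to 20 s after thallium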
FXIa inh: human FXIa protease inhibitors, primary screen, biochemical, 1536-well. AID 798, 2007. inhibition, % at 5 µM. 0.14% of 220,000 active. purified FXIa, Boc-Glu-Ala-Arg-AMC fluorogenic substrate. Coagulation factor XI (Homo sapiens), P03951;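 active means inhibition of at least 40%; inactive means inhibition below 40%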;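 further: fluorescence of freed AMC excited at 355 nm; 0% = enzyme without compound and 100% = no enzyme blank; many of its hits are not listed in these tables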
PERK inhibitor: block of dimerizer-induced PERK translation repression, primary screen, PERK inhibitor project, CHO PERK-DD cells, SEAP luminescence, HTS | 0.17% of 220,000 active | CHO PERK-DD fusion, SEAP luminescence translation reporter | inhibition, % at 5.6 µM;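 active means inhibition above the mean inhibition of all tested compounds plus 3 SD, set separately per screening campaign, cut at about 2.9% in these data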;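 further: PERK kinase domain activated by AP20187 dimerizer at 100 nM; 0% = DMSO with dimerizer and 100% = rapamycin at 8.4 µM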
KLK5 inh: human KLK5 protease inhibitors, primary screen, biochemical, 1536-well; 0.59% of 210,000 active; Kallikrein-5 (Homo sapiens), Q9Y337; recombinant hK5, fluorogenic AMC substrate cleavage; inhibition, % at 5 µM; AID 873, 2007;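 active means inhibition of 40% or more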;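 further: 0% = enzyme controls without compound and 100% = no-enzyme blanks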
thrombin 1536: human alpha-thrombin inhibitors, primary screen, counter-screen for coagulation protease inhibitor project, biochemical, 1536-well, fluorogenic AMC substrate. AID 1046, 2008. inhibition, % at 5 µM. Boc-VPR-AMC fluorogenic substrate cleavage. 0.26% of 220,000 active;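 active means inhibition at or above 40%; inactive means inhibition below 40%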;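 further: 0% = enzyme with no compound and 100% = wells without enzyme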
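Material: human alpha-thrombin enzyme / Medium: pH 7.5 Tris (50 mM) with NaCl 150 mM, Tween 20 0.05% / Compound: single-point dosing at 5 µM, 0.2% DMSO / Incubation: enzyme reaction carried out at room temperature / Detection: AMC fluorescence, 355/460 nm / Read-out basis: percent inhibition scaled between no-compound controls and no-enzyme blanks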
Calpain2 inh: inhibitors of pig calpain II, primary screen, biochemical, fluorogenic peptide substrate, 1536-well | purified calpain II, 30 min | inhibition, % at 16 µM | 0.37% of 220,000 active | AID 1236, 2008;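 active means inhibition above about 50%, limit read from the data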
Furin inh: human furin inhibitors, primary screen, biochemical, fluorescence intensity; purified furin, fluorogenic substrate cleavage; inhibition, % at 30 µM; 0.061% of 220,000 active; AID 463115, 2010; in the data active means inhibition above about 25%; further: inactives centre near -15
Target sequence (P09958 108-714 limits assumed): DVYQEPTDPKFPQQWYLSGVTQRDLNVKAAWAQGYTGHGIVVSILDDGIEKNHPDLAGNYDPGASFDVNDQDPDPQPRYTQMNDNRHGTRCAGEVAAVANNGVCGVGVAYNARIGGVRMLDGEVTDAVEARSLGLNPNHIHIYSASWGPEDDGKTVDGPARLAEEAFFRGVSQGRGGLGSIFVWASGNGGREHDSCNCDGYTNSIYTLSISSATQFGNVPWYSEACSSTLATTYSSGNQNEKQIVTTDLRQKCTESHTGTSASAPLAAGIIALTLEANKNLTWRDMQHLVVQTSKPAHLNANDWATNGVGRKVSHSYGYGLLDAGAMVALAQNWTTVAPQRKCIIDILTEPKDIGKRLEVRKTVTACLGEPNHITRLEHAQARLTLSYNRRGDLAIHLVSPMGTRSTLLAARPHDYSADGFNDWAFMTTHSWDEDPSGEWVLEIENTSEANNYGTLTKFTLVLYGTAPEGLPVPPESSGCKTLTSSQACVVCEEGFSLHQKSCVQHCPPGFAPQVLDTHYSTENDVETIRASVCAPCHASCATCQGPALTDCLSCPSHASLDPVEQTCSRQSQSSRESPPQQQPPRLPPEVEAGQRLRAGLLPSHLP
Active calls of the source: *; i = inactive; nt = not tested or not shown; [ ] = dose if it differs, or a comment.

SMILES	Rad51 HR inh	FXIIa inh	KCC2 mod	FXIa inh	PERK inhibitor	KLK5 inh	thrombin 1536	Calpain2 inh	Furin inh
Cc1c(-c2ccco2)[n+](=O)c2c(n1[O-])CCC2	4	16	1.1	7	1.0	7	5	-14	-11
CCCCCNC1=CC(=O)CC(c2ccccc2)C1 (stereo unspecified)	7	1	0.38	-8	1.6	4	-6	20	-10[20 µM]
CS(=O)(=O)Nc1ccc(C(=O)NC2CCCCC2)cc1	2	8	0.72	-4	1.4	-9	3	-3	-18
CCNC(=S)Nc1cc(Cl)ccc1Oc1ccccc1	3	11	0.27	8	1.0	-17	-7	14	-10
O=C(Nc1ccc2c(c1)OCO2)N1CCN(C(=O)C2CCCO2)CC1 (stereo unspecified)	-3	9	-0.98	3	-0.1	-20	3	-10	-17[20 µM]
Cc1ccc(S(=O)(=O)N(C)CC(=O)N2CCOCC2)cc1	1	12	-0.48	9	1.9	-4	1	-13	-13[20 µM]
CCN(CC)CCOCCOc1ccccc1F	4	10	0.53	3	0.6	-14	-3	-3	-1[20 µM]
COCCNC(=O)C(c1cccs1)N(C(=O)Cn1nnc2ccccc21)c1ccc2c(c1)OCO2 (stereo unspecified)	3	11	1.1	1	0.9	0	-5	-13	-24
CC1CC(=O)Nc2ccccc2N1S(=O)(=O)c1cccc(Cl)c1 (stereo unspecified)	4	10	0.067	4	0.1	-3	-3	-20	-13
CN(C)[C@H]1N(C(=O)c2ccc(Br)cc2)N=C2c3ccccc3S(=O)(=O)N21	2	-10	nt	1	-0.9	-17	-8	-11	-29[20 µM]
CCOc1ccccc1Oc1coc2cc(O)ccc2c1=O	11	9	nt	-3	0.8	-40	0	i	-10
Cc1cc(C)nc(SCc2n[nH]c(=S)n2C)n1	2	8	-1.1	-3	0.5	-13	-3	-18	-22[20 µM]
COc1ccc(CC(=O)OCC(=O)Nc2cccc(Cl)c2)cc1	11	0	0.96	-5	1.5	-13	-1	26	-21
O=c1[nH]n(-c2ncnc3c2cnn3-c2ccccc2)c(=O)c2ccccc12	3	14	-0.4	8	0.8	-15	-2	15	-25
CC12CN3CCN(CC(C3)C1(O)CN1CCCCC1)C2 (stereo unspecified)	nt	6	nt	0	-0.5	-23	-5	3	-9[20 µM]

Sorted by count of non-hydrogen atoms (highest first): 5 of the compounds above
SMILES	Rad51 HR inh	FXIIa inh	KCC2 mod	FXIa inh	PERK inhibitor	KLK5 inh	thrombin 1536	Calpain2 inh	Furin inh
COCCNC(=O)C(c1cccs1)N(C(=O)Cn1nnc2ccccc21)c1ccc2c(c1)OCO2 (stereo unspecified)	3	11	1.1	1	0.9	0	-5	-13	-24
COc1ccc(CC(=O)OCC(=O)Nc2cccc(Cl)c2)cc1	11	0	0.96	-5	1.5	-13	-1	26	-21
CS(=O)(=O)Nc1ccc(C(=O)NC2CCCCC2)cc1	2	8	0.72	-4	1.4	-9	3	-3	-18
CCCCCNC1=CC(=O)CC(c2ccccc2)C1 (stereo unspecified)	7	1	0.38	-8	1.6	4	-6	20	-10[20 µM]
CCN(CC)CCOCCOc1ccccc1F	4	10	0.53	3	0.6	-14	-3	-3	-1[20 µM]

Other entries:
SMILES	Rad51 HR inh	FXIIa inh	KCC2 mod	FXIa inh	PERK inhibitor	KLK5 inh	thrombin 1536	Calpain2 inh	Furin inh
C=C(C)CN1C(=O)C(=O)N(CC(=C)C)C1=O	nt	8	-0.024	-1	1.6	2	-5	-38	-23
O=C(O)CCCCCN1C(=O)/C(=C\c2ccncc2)SC1=S	-7	2	0.79	-9	-0.6	-18	-5	22	6
O=c1c2c3c(sc2nc(NCCO)n1CCc1ccccc1)CCCCC3	-4	15	-1.5	7	-0.1	-5	-4	-11	-7
Cn1c(SCC(=O)Nc2ccccc2F)nnc1-c1ccc(S(=O)(=O)N2CCOCC2)cc1	-3	27	nt	13	0.9	11	9	20	-8[20 µM]
Cc1cccc(NC(=O)CSc2nnc(-c3ccco3)c(-c3ccco3)n2)c1	1	12	-1.8	5	0.5	-1	-2	-62	-6
Cc1cc(NCc2cccnc2)no1	-9	2	-0.016	1	1.0	-5	0	-4	-14
Cc1nnc2n(c1=O)C(CS(=O)(=O)c1ccccc1)CS2 (stereo unspecified)	0	18	nt	3	0.7	-1	1	-1	-26
CCOCCn1c(CN2CCCC(C)C2)nc2c1c(=O)n(C)c(=O)n2C (stereo unspecified)	1	13	-0.16	4	nt	2	-2	-30	-24
Cc1ccnc2ccc(P(=O)(c3ccccc3)c3ccccc3)cc12	11	-4	0.23	-3	1.0	-18	3	8	-26
COc1cc(/C=C2/S/C(=N/S(=O)(=O)Cc3ccccc3)NC2=O)c([N+](=O)[O-])cc1OC	16	10	nt	3	3.0*	1	0	-51	-7
O=C(Cn1cnc2c(cnn2-c2ccccc2)c1=O)N1CCCc2ccccc21	-9	17	-2	3	0.6	-7	3	-11	-14
COC(=O)C1=C(C)NC(=S)NC1c1ccc(-c2cc(Cl)ccc2Cl)o1 (stereo unspecified)	-6	3	-0.24	-2	-0.8	-3	-6	27	-12
CC(Nc1nc2ccccc2n2cnnc12)c1ccccc1 (stereo unspecified)	nt	5	-0.082	2	-1.6	0	-3	-9	-12
CN(C)/C=C/C(=O)c1cnc2sccn2c1=O	3	nt	1.1	1	0.2	4	0	-17	-11
Cc1ccc(CCNC(=O)C2CCC(=O)N2C(C)C)cc1 (stereo unspecified)	-2	8	0.92	-1	0.1	1	-4	-13	-1
CSc1nc2ccc(NS(=O)(=O)c3ccc([N+](=O)[O-])cc3)cc2s1	-81	0	-1.8	-18	0.0	7	-7	-3	-5
C=CCOc1nc2c(c(=O)n(C)c(=O)n2C)n1Cc1ccc(Cl)cc1Cl	-2	3	-1.2	-6	-0.1	-10	1	-7	-8
CCNS(=O)(=O)c1cc(S(C)(=O)=O)ccc1Cl	0	7	0.59	4	-0.1	2	0	12	-27[20 µM]
O=C(NCC1CCCO1)c1ccc2c(c1)N(Cc1ccccc1)C(=O)CS2=O (stereo unspecified)	-7	12	0.39	2	1.7	-3	-1	15	-17
CCCc1ccc(OCc2ccccc2)c2c(=O)cc(C(=O)OCC)oc12	0	7	-0.86	-6	3.1*	-5	-3	-16	-18
CC(NC(=O)Cn1ncc(Cl)c(Cl)c1=O)C12CC3CC(CC(C3)C1)C2 (stereo unspecified)	11	5	0.38	4	0.8	-17	-7	-47	-18
COc1ccc(/C=C/C(=O)NC(=S)NNC(=O)c2c(-c3ccccc3)noc2C)cc1	5	13	7.1*	6	1.3	-74	-1	-74	0
CCc1c(C)nc(SCC(=O)NNC(=O)Cc2ccc(OC)cc2)[nH]c1=O	-11	14	-0.19	7	-0.7	12	6	21	-1
Cc1ccc(-n2c(-c3ccco3)nc3c(cnn3-c3ccccc3C)c2=O)cc1	-4	-10	nt	4	0.3	-2	1	-10	-23
Cc1nn(CCOc2ccc(Br)cc2)c(C)c1[N+](=O)[O-]	0	nt	0.76	-2	0.9	-2	-3	-21	-31
Cc1nn(-c2ccccc2)c2nc3c(cc12)C(=O)CCC3	-5	8	0.54	0	0.9	-7	-8	-62	-16
CN1CCC(=NNC(=O)CN(c2ccc(Oc3ccccc3)cc2)S(C)(=O)=O)CC1	6	3	0.6	4	0.5	-14	-3	-4	-11
Nc1cc(=O)n(Cc2ccccc2)c(=O)n1-c1ccc(F)cc1	nt	8	0.21	3	0.3	1	-2	-7	-18
CCCNc1ccc(S(=O)(=O)N(CC)CC)cn1	1	9	1.3	5	1.4	-10	-6	-8	-6
CCc1cccc(CC)c1NC(=S)NCCc1c(C)[nH]c2ccccc12	nt	15	-3.8*	5	-0.5	-7	3	6	-24
O=C(COC(=O)c1cc(F)c(F)cc1Cl)NC1CC1	-5	0	0.096	-11	-0.2	-8	-16	5	-3
Cc1n[nH]c(C)c1SCC(=O)Nc1ccc(F)cc1	-1	3	0.34	0	0.6	-23	-3	-3	-15[20 µM]
Cc1ccc(Nc2nnc(SC(C)C(=O)Nc3c(C)n(C)n(-c4ccccc4)c3=O)s2)cc1 (stereo unspecified)	-14	14	-2.9	6	0.7	-9	-1	7	-9
COc1ccc(C(C(=O)NC(C)(C)C)N(CC2CCCO2)C(=O)CCC(=O)Nc2cc(C)on2)cc1 (stereo unspecified)	1	25	-0.49	16	-0.9	13	-3	3	-17[20 µM]
Clc1ccc(SCc2cn3ccccc3n2)cc1	6	11	-1.1	5	-0.2	1	nt	1	-10
CC(C)CC(NC(=O)c1ccc(Cl)cc1)C(=O)OCC(=O)c1ccc2c(c1)NC(=O)CO2 (stereo unspecified)	3	8	0.45	-7	-0.1	-4	3	20	-14[20 µM]
CC1CCN(CCCNC(=O)c2ccc3c(=O)n(CCc4ccccc4)c(=O)[nH]c3c2)CC1	-1	-1	-0.033	6	-0.5	-24	-6	-91	-18[20 µM]
CCc1ccccc1NC(=O)C1C(c2ccccc2)C1(Cl)Cl (stereo unspecified)	2	11	-0.16	1	0.9	-14	0	13	-13[20 µM]
C=CCn1c(SCCC)nc2sc3c(c2c1=O)CCc1ccccc1-3	-2	11	0.59	7	0.0	38	5	30	-7
Cc1ccc(-n2nnnc2SC(C)C(=O)Nc2ccc(Cl)cn2)cc1 (stereo unspecified)	3	9	-2.9	1	-0.3	-8	-3	37	-9
O=C(Nc1ccc2nc3n(c(=O)c2c1)CCCC3)c1cc([N+](=O)[O-])ccc1F	3	1	-3.1*	2	-0.5	-21	-11	-12	-3
COc1ccc(NC(=O)C2CCCN2C(=O)OCc2ccccc2)cc1 (stereo unspecified)	7	4	0.61	1	0.2	0	-1	-14	-21
Cc1ccc(C(C(=O)NCc2ccco2)N(CC2CCCO2)C(=O)Cn2nnc3ccccc32)cc1 (stereo unspecified)	nt	-8	-0.28	5	-1.0	-7	6	-23	-19
O=C1C2C3C=CC(C3)C2C(=O)N1/N=C/c1cn(Cc2ccccc2)c2ccccc12 (stereo unspecified)	24	6	0.1	0	-0.2	-1	-10	-5	-32
O=C(On1c(-c2ccccc2)nc2ccccc2c1=O)c1ccco1	3	-11	-2.2	-10	-0.5	2	0	-10	-10[20 µM]
CCN=C1SCC(=O)N1c1ccc(OC)cc1	11	11	-0.27	7	0.4	44*	14	9	-21[20 µM]
CCCCOc1ccc(/C=c2\sc3ncnn3c2=O)cc1	-7	-4	nt	-11	0.6	-3	-5	6	-12
C=CCOc1cccc(C2c3c(oc4ccc(F)cc4c3=O)C(=O)N2CCCN2CCOCC2)c1 (stereo unspecified)	7	11	2	5	nt	4	4	6	-26
O=C(CSCc1c(Cl)cccc1Cl)Nc1cccnc1	-1	0	-0.45	-6	-0.4	-11	1	-2	-13
CNC(=O)c1ncoc1-c1ccc(Cl)cc1	10	4	0.49	-2	0.5	1	-9	2	-7

Bioassay records as filed in PubChem BioAssay.

An excerpt (hit frequency here may not be typical).
